Compound activity (PubChem BioAssay)
CaV13 ICDI inh: Primary screen for inhibitors of IQ motif and Ca2+-dependent inactivation inhibitor domain binding in CACNA1D, Förster resonance energy transfer in living cells, …; HEK cells, CFP/YFP FRET ICDI-IQ, plate reader, 10 min; percent FRET-ratio fall versus neutral wells; inhibition, % at 12.3 µM; hit rate 0.098% among 340,000; AID 743397;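 active = mean replicate inhibition of at least 30% and at least 1% of replicates passing that level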;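 also: 0% = median of the neutral control wells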
NR2E3 ag-1: inhibitors of NR2E3-RetCOR corepressor binding, primary screen, NR2E3 agonist project, biochemical, TR-FRET, GST-NR2E3, biotin-RetCOR; 1536-well; hit rate 0.12% among 320,000; AID 2300, 2010; inhibition of corepressor binding, % at 4.78 µM;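 active = percent inhibition above the cutoff of mean plus 3 SD of all tested compounds, set per screening campaign, cut at about 20% in these data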;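 also: 0% = DMSO wells and 100% = biotin wells as full block of FRET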
Target sequence (Q9Y5X4 whole entry, looked up): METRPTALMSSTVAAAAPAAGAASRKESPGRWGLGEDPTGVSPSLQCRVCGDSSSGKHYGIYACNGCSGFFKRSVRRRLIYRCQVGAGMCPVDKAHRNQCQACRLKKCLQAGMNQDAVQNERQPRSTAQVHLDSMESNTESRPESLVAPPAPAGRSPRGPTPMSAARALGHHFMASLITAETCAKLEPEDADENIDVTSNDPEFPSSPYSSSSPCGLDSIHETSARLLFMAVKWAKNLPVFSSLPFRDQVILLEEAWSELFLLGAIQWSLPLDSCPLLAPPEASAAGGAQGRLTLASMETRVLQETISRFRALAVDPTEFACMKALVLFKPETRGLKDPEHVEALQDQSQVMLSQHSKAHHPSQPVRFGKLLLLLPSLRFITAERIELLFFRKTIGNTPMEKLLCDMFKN
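Material: NR2E3–RetCOR corepressor complex | Quantity: 1.35 nM GST-tagged NR2E3 final | Schedule: 5 h at 4 °C | Replication: Singlicate compound wells | Reagent: RetCOR corepressor, biotinylated, 7 nM | Controls: Biotin wells as high control, 0.6% DMSO wells as low control | Signal: TR-FRET, Eu(K)-anti-GST donor, streptavidin-D2 acceptor, ex 340, em 617/671 nm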
MITF TRPM1 inh: inhibitors of MITF-dependent TRPM1 promoter reporter, primary screen, cell-based, SK-MEL-5, single point, luciferase. inhibition, % at 12.5 µM. SK-MEL-5 TRPM1 promoter luciferase, 24 h. hit rate 0.83% among 330,000. AID 488899, 2010;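 active = mean inhibition across replicates of 60% or more, whatever share of single replicates reaches that level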; also: values of inactives mirror those of a sister screen read the other way
CF NFkB block: inhibitors of PAF-induced NF-kB signaling, primary screen, cell-based, GFP fluorescence, uHTS. KKLEB NF-kB-GFP reporter, GFP fluorescence overnight. hit rate 0.86% among 360,000. inhibition, % at 5 µM. AID 588850, 2011;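 active = at least 50% inhibition at 5 µM, scaled per plate between neutral and stimulator controls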;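 also: PAF is a Pseudomonas aeruginosa culture filtrate used as stimulus; plate controls were PAF-stimulated DMSO wells for no effect and unstimulated DMSO wells for full effect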
NR2E3 ag-2: NR2E3 agonists in two-hybrid cells, primary screen, cell-based, luminescence, CHO-S, Gal4-NCOR/VP16-NR2E3; inhibition of corepressor binding, % at 3.98 µM; AID 602229, 2012; luciferase; hit rate 0.35% among 360,000; Photoreceptor-specific nuclear receptor (Homo sapiens), Q9Y5X4;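 active = inhibition above the mean of all tested compounds plus 3 SD, cut at about 70% in these data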;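 also: 0% = DMSO with NR2E3 transfected cells and 100% = cells lacking NR2E3 construct; higher means lower luciferase signal from less NR2E3 corepressor binding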
PDI inh: inhibitors of human PDI, primary screen, biochemical, turbidity, single point, plate reader | AID 588391, 2011 | hit rate 0.052% among 350,000 | inhibition, % at 10 µM | Protein disulfide-isomerase (Homo sapiens), P07237 | PDI insulin aggregation turbidity, A650, 90 min;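 active = mean inhibition across replicates of 30% or more, whatever share of single replicates reach that level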;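 also: absorbance from insulin aggregation driven by PDI reduction with DTT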
Target sequence (P07237 whole entry, looked up): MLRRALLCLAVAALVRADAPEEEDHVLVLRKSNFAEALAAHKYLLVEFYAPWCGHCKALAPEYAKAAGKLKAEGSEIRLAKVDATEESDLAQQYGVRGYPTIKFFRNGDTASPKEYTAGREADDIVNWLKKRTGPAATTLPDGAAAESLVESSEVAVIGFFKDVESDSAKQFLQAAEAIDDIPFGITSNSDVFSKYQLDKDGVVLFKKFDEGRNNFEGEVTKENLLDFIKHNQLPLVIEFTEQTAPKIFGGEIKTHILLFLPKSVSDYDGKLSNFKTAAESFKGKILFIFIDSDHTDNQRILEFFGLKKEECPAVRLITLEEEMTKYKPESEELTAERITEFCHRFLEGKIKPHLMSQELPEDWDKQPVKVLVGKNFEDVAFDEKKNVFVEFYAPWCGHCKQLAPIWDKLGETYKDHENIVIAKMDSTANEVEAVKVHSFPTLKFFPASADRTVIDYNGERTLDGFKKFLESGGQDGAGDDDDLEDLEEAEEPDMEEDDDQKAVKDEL
HIF-2a inh: HIF-2a reporter inhibitors, primary screen, luminescence, 786-0 RCC cells; hit rate 0.72% among 360,000; 786-0 RCC cells HIF-2a reporter, luciferase luminescence, overnight; inhibition, % at 18.8 µM;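 active = inhibition of the luminescence signal of 40% or more relative to plate controls, in a single-dose primary screen at 18.75 µM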
KKLEB tox: cytotoxicity in KKLEB CF airway cells, primary screen, cytotoxicity control for CF NF-kB inhibitor project, cell-based, uHTS, fluorescence assay plates. activity change (cytotoxicity), % at 5 µM. hit rate 0.36% among 360,000. KKLEB CF airway cells viability, ATPlite luminescence, overnight; active compounds read low; cells stimulated with P. aeruginosa culture filtrate;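 active = corrected activity change at or below -50% at 5 µM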
Peg3 promoter: Peg3 promoter-driven luciferase inhibitors, primary screen, cell-based, HeLa, luciferase luminescence. hit rate 1.7% among 360,000. inhibition, % at 20 µM. AID 588405, 2011. HeLa PEG-Prom luciferase reporter, overnight;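 active = inhibition of at least 50% at 20 µM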
Vif imaging: HIV Vif self-association inhibitors, primary screen, imaging, HEK293T, single point | HEK293T cells, Vif self-association by quenched fluorescence, 24 h | inhibition, % at 7.49 µM | hit rate 0.35% among 340,000; in the data active = inhibition above about 50%, passing the limit was not always enough; also: some results filed as inactive read as strong as hits
Shn3 3UTR inh: reduction of Shn3 3'UTR firefly luciferase signal, primary screen, Schnurri-3 inhibitor project, cell-based, Clone20 osteoblasts, set 2; hit rate 0.52% among 360,000; inhibition, % at 12.5 µM; Clone20 osteoblast Shn3 3'UTR firefly luciferase, 24 h; AID 588674, 2011;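 active = mean inhibition of at least 75% with every replicate also reaching 75%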;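 also: 0% = median of neutral control wells and 100% = pilot-screen positive control compound; some compounds past the cut are filed as inactive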
Numbers without * were called inactive; . = not tested or not shown; & = joins results of further samples.

SMILES	CaV13 ICDI inh	NR2E3 ag-1	MITF TRPM1 inh	CF NFkB block	NR2E3 ag-2	PDI inh	HIF-2a inh	KKLEB tox	Peg3 promoter	Vif imaging	Shn3 3UTR inh
Cn1c(=O)c2c(nc(N3CCCCCC3)n2CCSc2nc3ccccc3o2)n(C)c1=O	-3	3	.	31	-6	.	10	-19	15	-1	18
Cc1ccc(NC(=O)c2csc(-c3ccccc3)c2C)cc1	-5	.	16	7	-29	-5	18	-54*	30	-2	56
O=C1NC2(CCCCC2)N=C1c1ccc(Br)cc1	-5	-1	-21	3	-1	-2	-26	3	-25	13	-22
CC(=O)CC1(O)C(=O)Nc2ccccc21 (stereo unspecified)	-2	2	-3	-3&-23	-25&0	5	13&8	1&14	10&12	-17&1	4&8
C[C@H](NC(=O)c1ccc(Cl)cc1)C(=O)OCn1nnc2ccccc2c1=O	-5	.	-2	-18	-19	8	10	8	-2	-2	6
COCc1c(C(=O)OCC(=O)N2c3ccccc3NC(=O)C2(C)C)oc2ccccc12	-4	.	8	7	-5	0	1	7	26	1	-13
COc1ccc(OCC(=O)Nc2cc(NC(=O)COc3ccc(OC)cc3)cc(C(=O)O)c2)cc1	-3	3	2	4	-18	5	10	7	8	-2	-9
COc1cccc(NC(=O)CN(c2ccc(C)cc2)S(=O)(=O)c2c(C)nn(C)c2C)c1	-5	1	10	2	-33	-2	0	-4	3	-1	6
Cc1ccc(C23CC4CC(CC(C(=O)NC(C)C(=O)O)(C4)C2)C3)cc1 (stereo unspecified)	-2	0	1	-21	-6	8	16	10	12	-3	-14
O=C(CN1C(=O)S/C(=C\c2ccccc2Cl)C1=O)NC1C=CS(=O)(=O)C1 (stereo unspecified)	-2	-4	18	-69	-9	1	1	-7	-52	36	-18
COc1ccc(CCN(C)Cc2nc(Cc3ccc(OC)c(OC)c3)no2)cc1OC	-3	-3	-1	19	-16	-11	16	-11	-1	3	13
CC1(C(=O)NCCC(F)(F)F)Cc2c(-c3cccc(C(F)(F)F)c3)ccnc2O1 (stereo unspecified)	-5	.	.	24	-7	4	20	-15	35	-12	-5
CC1(C(=O)NS(=O)(=O)C2CC2)CCCN(C(=O)c2cccc(Cl)c2)C1 (stereo unspecified)	-5	.	.	36	-28	1	13	-4	7	-2	22
Cc1ccc(-c2nnn(CC(=O)N(CCCO)C(C(=O)NC3CCCC3)c3ccc(F)cc3)n2)o1 (stereo unspecified)	-5	4	-12	-7	21	4	8	3	-2	-7	-6
Cc1ccc(C(=O)NCC(=O)OCC(=O)c2ccccc2)s1	-6	-2	-2	-21	18	-4	-9	10	-17	-8	-24
Cc1ccc(NN2C(=O)C=C(c3ccc(Cl)cc3)C2=O)cc1	-5	-4	19	37	-23	-8	4	-11	105*	3	99*
N#Cc1ccc(NN=Nc2ccccc2C#N)cc1	-6	.	.	-45	-48	1	-68	18	-52	-1	16
O=C(Nc1ccc2oc(=O)ccc2c1)c1ccco1	-3	-1	-28	2	-21	10	-110	6	-107	23	23
c1ccc(Nc2nn[nH]n2)cc1	-9	4	10	3	-34	-10	12	5	-4	-6	5
O=C(Nc1ccc(Cl)cc1)c1cccc(S(=O)(=O)Nc2ccccn2)c1	-7	6	-13	7	-24	1	-9	-15	0	-2	21
O=C(CN1CCN(c2ccccc2F)CC1)NCc1ccc(Cl)cc1	-5	5	7	10	-19	-3	3	19	20	0	8
Cc1ccc(C(c2nnnn2C2CCCC2)N2c3ccccc3CC2C)cc1 (stereo unspecified)	-4	0	8	7	-26	2	-61	-2	-13	-8	-7
N#CCCSCc1ccc(OCC(=O)O)cc1	-8	1	2	0	-23	-6	27	9	5	9	28
COc1ccccc1C(=O)NC(CCSC)C(=O)NCC(c1ccccc1OC)N1CCCC1 (stereo unspecified)	-15	1	-24	-2	-2	5	11	14	5	-3	0
COc1ccc(NC(=O)C2Cc3c(-c4ccc5c(c4)OCO5)ccnc3O2)cn1 (stereo unspecified)	-12	.	.	16	-11	-5	9	-19	21	-6	16
COc1ccc([C@H]2C[C@H](n3cc(-c4ccc(F)cc4)nn3)[C@@H](O)CN2CC2CCCCC2)cc1	-5	.	.	9	-10	-7	5	-6	6	20	30
CCCC1(c2ccccc2)NC(=O)N(CC(=O)Nc2ccc(N3CCOCC3)cc2)C1=O (stereo unspecified)	-3	.	1	-8	7	9	7	-10	-6	7	0
Cc1ccc(C)c(NC(=O)CCC(=O)NNS(=O)(=O)c2ccc(Cl)cc2)c1	-2	2	1	-5	8	0	4	3	2	-3	-9
CC(=O)Nc1ccc(-c2cc3ccccc3o2)cc1	-3	-4	-34	-7	-89	-14	-215	4	-324	5	-33
COCCSc1nnc(NC(=O)c2cc(C(=O)OC)cc([N+](=O)[O-])c2)s1	1	-4	3	8	-22	-7	13	0	10	-6	-3

As entered above:
O=C1NC2(CCCCC2)N=C1c1ccc(Br)cc1 | Vif imaging = 13
O=C(Nc1ccc(Cl)cc1)c1cccc(S(=O)(=O)Nc2ccccn2)c1 | MITF TRPM1 inh = -13

Additional compounds.
SMILES	CaV13 ICDI inh	NR2E3 ag-1	MITF TRPM1 inh	CF NFkB block	NR2E3 ag-2	PDI inh	HIF-2a inh	KKLEB tox	Peg3 promoter	Vif imaging	Shn3 3UTR inh
COc1ccc(/C=C/C(=O)NC(=S)N2CCCC(C(N)=O)C2)cc1 (stereo unspecified)	-3	3	0	4	-28	-2	-1	-10	5	-4	-12
COc1ccc(NC(=O)c2ccc(CNc3c(N4CCCC4)c(=O)c3=O)cc2)cc1Cl	-5	0	2	-24	10	-2	11	-1	-21	3	0
COc1cc2[nH]c3c(=O)n(CCN4CCOCC4)cnc3c2cc1OC	16	-3	0	1	-21	-6	20	5	-10	9	-16
COCCNC(=O)C(c1ccc(C)cc1)N(C(=O)CCC(=O)Nc1ccccn1)c1cccc(C)c1 (stereo unspecified)	-3	-6	7	3	5	5	11	13	15	-2	13
CCCC(=O)C1=C(O)C(C(=O)OC)C(C)(C)CC1=Nc1ccc(OC)cc1 (stereo unspecified)	-5	1	8	10	-5	-8	6	-13	8	-22	6
CCCOc1ccc(/C=C2\SC(=S)N(CC3CCCO3)C2=O)cc1 (stereo unspecified)	-4	-2	2	0	-1	-1	-41	-13	-61	-2	-19
O=C(CSc1nnc(CNC(=O)c2ccc(F)cc2)o1)Nc1nccs1	-3	5	9	-15	-11	13	6	9	5	10	-2
N#Cc1ccc(-c2nc3cc(Cl)ccc3c(=O)n2O)cc1	-18	-1	-6	-10	2	8	33	-2	20	2	2
O=C(COC(=O)/C=C/c1ccc([N+](=O)[O-])cc1)NC(=O)NC1CCCCC1	-14	.	13	-26	5	-2	-11	8	1	7	7
C/C(=N\NC(=O)CN1CCN(Cc2ccccc2)CC1)c1cccs1	4	-1	0	-13	-38	-14	8	6	14	-4	-11
O=C(COC(=O)C12CC3CC(CC(C3)C1)C2)Nc1ccccc1F	-3	1	0	7	-10	-6	-9	2	-35	-10	-14
Cc1nn(-c2ccccc2)c(N)c1C(O)(CSc1nccn1C)C(F)(F)F (stereo unspecified)	.	3	7	1	6	-13	7	-15	9	8	14
ClC1CCCCC1n1nnc2ccccc21 (stereo unspecified)	-4	1	-3	-6	-1	3	13	3	23	-4	-33
COC(=O)c1ccc(-c2ccc(/C=N/N3C(=O)C4C5C=CC(CC5)C4C3=O)o2)cc1 (stereo unspecified)	-5	0	-38	1	-85	2	-148	-3	-223	-12	-38
CCN(CC(=O)Nc1c(F)cccc1F)C(=O)CCCc1c[nH]c2ccccc12	-6	-1	14	15	1	-8	2	15	2	-5	-8
O=C(Cc1ccccc1F)Nc1cccc2cccnc12	-5	1	1	4	-28	5	-154	-1	-98	-2	11
Cc1c(C#N)c(O)[nH]c(=O)c1N=Nc1ccc(S(N)(=O)=O)cc1	-20	3	11	-13	-10	3	10	2	0	-3	-1
COc1ccc(CCNC(=O)Cn2cnc3c(nnn3Cc3ccccc3F)c2=O)cc1OC	-6	-3	-11	0	-7	15	8	2	4	-3	11
CC(=O)c1ccc(Nc2nc3ccccc3nc2NS(=O)(=O)c2cccs2)cc1	-3	-3	21	27	-11	-8	-19	13	27	-8	25
COc1ccc(C(C)C)cc1S(=O)(=O)n1cnc(C)c1	-3	0	6	9	-24	8	16	-7	0	1	7
COC(=O)[C@]1(Cc2ccccc2)N[C@H](CN(C)C(=O)C2CCCCC2)[C@@H]2C(=O)N(Cc3ccccc3)C(=O)[C@@H]21	-5	.	6	9	0	0	7	3	14	1	7
CCNC(=S)N(Cc1ccc2c(c1)OCO2)C1CC(=O)N(c2ccc(OC)cc2)C1=O (stereo unspecified)	-2	3	-5	-7	8	3	13	2	7	0	14
O=C(N1CCOCC1)C1(c2ccccc2)CCCCC1	-4	0	0	-7	-5	13	18	9	7	.	4
CC(C)N=c1scc(-c2cccs2)n1/N=C/c1ccc(O)c(O)c1O	-6	3	-2	-23	-81	16	-72	-2	-79	17	88*
CCN(CC)S(=O)(=O)c1ccc(NC(=O)c2cc(-c3cccs3)nc3ccccc23)cc1	-16	-2	11	36	-9	-5	7	-31	3	-7	7
CN1CCN(C(=O)CCc2ccc(S(=O)(=O)NC3CCCCC3)cc2)CC1	-4	3	-5	-6	9	-5	16	-4	11	12	3
CC(C)COc1cccc(C(=O)Nc2ccc(N3CCOCC3)cc2N2CCOCC2)c1	-6	-2	-6	0	-19	1	4	1	18	-7	-1
Nc1nc(-c2ccc(Cl)cc2)nn1C(=O)c1cccs1	-7	2	5	-17	-38	3	4	3	16	5	-8
CCn1cc(Br)c(C(=O)NCc2ccco2)n1	.	1	-14	1	-5	3	-16	-3	16	-1	3
O=C(CCCCCNC(=O)c1ccccc1)N/N=C/c1ccccc1O	-6	-1	-9	11	-9	5	8	0	-43	-4	-29
COc1cnc(-c2ccccn2)nc1NC(C)C	-4	-1	66*	-3	68	2	-12	-19	36	-2	92*
Cc1ccc(S(=O)(=O)CCc2nnc(NC(=O)C3CCCCC3)s2)cc1	0	-2	1	-10	1	-8	16	-2	-1	-15	5
COc1ccc(C(=O)OCC(=O)c2c(N)n(C)c(=O)n(C)c2=O)c(OC)c1OC	-5	.	9	-19	-33	-7	1	9	2	-2	-7
